From PubChem
Exocytosis inh: lytic granule exocytosis inhibition; AID 651702; 0.66% of 360,000 active; inhibition, % at 10 µM; TALL-104 LAMP-1 surface exposure, flow cytometry; cells stimulated with thapsigargin and PMA;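 active = inhibition above about 55%, limit read from the data; inconclusive = no clear call, values can overlap the other calls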
Vif imaging: blocks HIV Vif function | AID 602346 | HEK293T cells, Vif self-association by quenched fluorescence, imaging, 24 h | 0.35% of 340,000 active | inhibition, % at 7.49 µM; in the data active = inhibition above about 50%, passing the limit was not always enough; inconclusive = no clear call, values can overlap the other calls; inactive = below about 31%; note: some results filed as inactive read as strong as hits
Cardio protect: modulators protecting cardiomyocytes from myocardial damage. 0.63% of 360,000 active. H9c2 cardiomyocytes, H2O2 injury protection, ATPLite, 2 h. AID 588492. protection from H2O2 cell death, % at 20 µM;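 active = compounds giving at least 50% protection of heart cells from peroxide-induced death in the single-dose screen, raw or plate-pattern-corrected value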;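 note: 0% = DMSO wells with peroxide and 100% = DMSO wells without peroxide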
aDG glyco up: alpha-DG glycosylation activation | Pro5-aDG cells, alpha-DG glycosylation AlphaScreen (IIH6); 0% Pro5, 100% B10-LARGE cell signal | activation, % at 10 µM | 0.22% of 360,000 active | AID 624168;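 active = activation of at least 8% versus controls, or a plate z-score of at least 8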;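 note: Pro5 are CHO cells carrying HIG-tagged alpha-DG that lacks glycosylation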
Glyco luc inh: blocks N-linked glycosylation in D54 reporter cells; 0.23% of 360,000 active; D54 ERlucT glycosylation luciferase reporter, 24 h; percent of 100 nM tunicamycin response; reporter increase, % at 12.5 µM;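 active = mean luciferase reporter signal, scaled so untreated is 0 and the glycosylation-blocking control 100, at or above a set limit in every replicate; inconclusive = mean reaches the limit but not every replicate does; inactive = mean below the limit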;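 note: luciferase carries N-glycosylation sites so blocking glycosylation raises the light; 0% = median of neutral control wells and 100% = median of 100 nM tunicamycin wells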
HTR2A ag: mouse HTR2A agonism via beta-arrestin recruitment | AID 624169 | 0.66% of 360,000 active | P35363 | activation, % at 7.6 µM | CHO-K1 mHTR2A beta-arrestin complementation, luminescence; percent of 30 µM serotonin response;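 active = activation above a run cutoff, the mean activation of all tested compounds plus 3 SD, cut at about 14% in these data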;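 note: 0% = plate median of compound wells and 100% = 30 µM serotonin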
PDI turbidity: inhibitors of human protein disulfide isomerase | inhibition, % at 10 µM | 0.052% of 350,000 active | P07237 | PDI insulin aggregation turbidity, A650, 90 min;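 active = mean inhibition across replicates of 30% or more, whatever share of single replicates reach that level; inconclusive = mean inhibition below 30% while every single replicate reaches 30%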;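 note: absorbance from insulin aggregation driven by PDI reduction with DTT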
iPSC survival up: enhancers of human iPSC single-cell survival. survival enhancement, % at 20 µM. hiPSC single-cell survival, ATPlite luminescence; 100% = ROCK inhibitor wells, 0% = DMSO. 0.044% of 360,000 active; in the data active = survival enhancement above about 18%;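 note: cells exposed to compounds for 16 hours before the ATP read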
CaV13 FRET inh: Primary screen for inhibitors of IQ motif and Ca2+-dependent inactivation inhibitor domain binding in CACNA1D, Förster resonance energy transfer in living cells, …. HEK cells, CFP/YFP FRET ICDI-IQ, plate reader, 10 min; percent FRET-ratio fall versus neutral wells. inhibition, % at 12.3 µM. 0.098% of 340,000 active. AID 743397;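 active = mean replicate inhibition of at least 30% and at least 1% of replicates passing that level; inconclusive = only one of the two criteria is met; inactive = neither criterion is met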;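 note: 0% = median of the neutral control wells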
ABCB6 inh 2: inhibitors of human ABC transporter ABCB6; Q9NP58; K562-ABCB6 porphyrin accumulation, flow cytometry, 1 h; stronger effect = lower value; fluorescence ratio to DMSO, % at 10 µM; 0.19% of 360,000 active;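 active = fluorescence ratio to DMSO below 75%, the collection mean minus 3 SD; inconclusive = too few cells collected in the well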;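 note: signal is porphyrin accumulated inside mitochondria; 100% equals median channel fluorescence of DMSO control wells; lower ratio means ABCB6 inhibition with less porphyrin fluorescence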
Target sequence (Q9NP58 whole entry, looked up): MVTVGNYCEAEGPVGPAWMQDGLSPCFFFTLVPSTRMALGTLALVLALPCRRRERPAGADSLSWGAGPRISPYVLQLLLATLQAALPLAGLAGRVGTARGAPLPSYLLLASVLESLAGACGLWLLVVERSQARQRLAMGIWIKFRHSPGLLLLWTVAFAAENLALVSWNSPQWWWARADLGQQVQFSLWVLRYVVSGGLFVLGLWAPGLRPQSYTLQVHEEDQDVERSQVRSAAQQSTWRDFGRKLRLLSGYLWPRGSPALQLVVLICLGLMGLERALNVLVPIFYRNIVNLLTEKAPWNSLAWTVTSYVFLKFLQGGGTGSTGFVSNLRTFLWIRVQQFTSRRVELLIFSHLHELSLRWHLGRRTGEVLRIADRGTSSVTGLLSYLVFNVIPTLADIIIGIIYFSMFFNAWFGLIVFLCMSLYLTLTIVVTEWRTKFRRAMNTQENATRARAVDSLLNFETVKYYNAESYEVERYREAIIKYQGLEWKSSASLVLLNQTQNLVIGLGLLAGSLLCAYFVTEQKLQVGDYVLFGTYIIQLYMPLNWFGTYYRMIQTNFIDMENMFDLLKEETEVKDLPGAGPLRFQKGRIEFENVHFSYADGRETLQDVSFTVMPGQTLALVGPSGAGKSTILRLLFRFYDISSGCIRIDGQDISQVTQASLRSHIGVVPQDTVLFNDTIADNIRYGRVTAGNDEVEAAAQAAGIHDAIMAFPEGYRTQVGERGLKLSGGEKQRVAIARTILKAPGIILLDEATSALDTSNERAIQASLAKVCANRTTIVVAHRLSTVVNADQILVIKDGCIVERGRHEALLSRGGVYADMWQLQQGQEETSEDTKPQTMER
Active calls of the source: *; ? = inconclusive; · = not tested or not shown.

SMILES	Exocytosis inh	Vif imaging	Cardio protect	aDG glyco up	Glyco luc inh	HTR2A ag	PDI turbidity	iPSC survival up	CaV13 FRET inh	ABCB6 inh 2
CCn1cc(/C=c2/sc3n(c2=O)C2c4ccccc4OC(C)(N=3)C2C(=O)OC)c(C)n1 (stereo not given)	4	-1	1	-0.1	1	4	13	2.7	-19	90
COc1ccc(CC2c3cc(OC)c(OC)cc3CCN2C)cc1OC (stereo not given)	3	-12	3	-0.3	-2	6	·	-4.2	·	107
O=c1[nH]c(=O)n(-c2cccc(F)c2)c(O)c1/C=C1\C=Nc2ccccc21	17	-16	7	0.0	5	-3	2	0.3	-81	97
COC(=O)C1=Nc2ccccc2/C1=C\c1c(O)n(-c2cc(OC)ccc2OC)c(=O)[nH]c1=O	20	1	1	-0.1	-3	-3	7	-2.3	-3	109
CCn1ccnc1CN1CCCC(C(=O)c2cc(Cl)ccc2OC)C1 (stereo not given)	-3	-3	-10	1.9	-2	-3	0	-0.7	-7	108
C=CCn1c(O)c(C(CC)=Nc2cccc(C(F)(F)F)c2)c(=O)[nH]c1=O	-2	2	7	0.0	2	0	3	0.3	-4	100
Cc1noc(C)c1C(=O)N1CCC2(CC1)OCCO2	2	·	-5	-0.2	-1	-2	-6	2.2	-7	93
O=C1NCN(c2ccccc2)C12CCN(C(c1ccccc1OC(F)(F)F)c1nnnn1-c1ccc3c(c1)OCCO3)CC2 (stereo not given)	0	-3	-4	0.1	-3	2	·	3.0	-5	93
CCOC(=O)c1c(C)n(Cc2ccco2)c2ccc(O)cc12	-3	-10	-6	0.3	-2	-3	-7	-1.9	-4	103
CCOc1ccc2c(c1)c(C(C)=O)c(C)n2Cc1ccco1	18	-1	-6	0.2	0	-4	3	-0.3	-2	98
O=C(C1CCC(=O)N1C1CCCCC1)N1CCC2(CC1)OCCO2 (stereo not given)	-3	-6	4	-0.3	1	1	3	7.3	-7	98
CSc1ccc(CN2CCN(C(=O)Cc3ccccc3)CC2)cc1	-4	11	-8	-0.2	-1	-5	-2	-0.3	-5	100
O=C(CF)NC(Nc1cccc2cccnc12)C(Cl)(Cl)Cl (stereo not given)	1	9	-17	0.1	5	5	2	-3.4	·	100
CC(CN1CCOCC1)OC(=O)Cc1ccccc1 (stereo not given)	-4	-5	1	0.0	1	-4	-8	0.5	-1	94
CN(Cc1cccc(-c2ccncc2)c1)C(=O)Oc1ccc([N+](=O)[O-])cc1	12	·	·	1.0	·	2	·	-0.3	·	97
Cn1cc(C(=O)N2CCC3(CC2)OCCO3)c2c3ccccc3n(C)c2c1=O	-3	-1	7	0.0	2	3	5	5.6	-5	93
Cc1ccccc1-c1ccc2n1Cc1cnnn1-c1ccccc1-2	-4	-1	-4	-0.2	-3	4	-1	-0.4	-6	86
CC(=Nc1ccc2c(c1)CCC2)c1c(O)n(C)c(=O)n(C)c1=O	6	0	-8	0.4	0	-2	10	-1.3	·	101
C=CCn1c(O)c(C(C)=Nc2ccc(C(=O)O)cc2)c(=O)[nH]c1=O	-5	2	0	0.0	-1	2	-6	-0.3	-7	103
Cc1nn(C)c(C)c1P(=S)(c1c(C)nn(C)c1C)N(C)C	2	1	0	0.0	0	-2	9	-0.1	-8	102
CC(CCc1ccccc1)NCCC#N (stereo not given)	0	10	1	0.0	0	8	10	-0.4	-3	100
N#CCCn1cc(C(=O)Nc2ccc(F)cc2)c(-c2ccccc2)n1	1	-5	2	0.0	1	-3	4	0.0	-2	104
CC(C)CCNC(=O)c1c(N)n(Cc2ccc3c(c2)OCO3)c2nc3ccccc3nc12	56*	14	-19	2.6	-6	2	-8	1.2	-4	94
CN(C)P(=O)(CCl)Nc1ccccc1 (stereo not given)	-1	0	4	-0.1	3	0	-4	3.2	-6	103
COc1ccc(-n2c(/C=C/c3ccc(O)cc3)nc3ccccc3c2=O)cc1	4	-1	53*	-0.3	2	-5	-3	1.4	-27	118
(more compounds)
SMILES	Exocytosis inh	Vif imaging	Cardio protect	aDG glyco up	Glyco luc inh	HTR2A ag	PDI turbidity	iPSC survival up	CaV13 FRET inh	ABCB6 inh 2
COC(=O)[C@@H]1N=C(c2ccc(OC)cc2)O[C@]12C(=O)N(C)c1cccc(Cl)c12	-6	·	·	-0.1	·	-4	·	-0.1	-6	96
O=c1[nH]c2ccccc2n1C1CCN(C(c2cc3ccccc3o2)c2nnnn2-c2ccc3c(c2)OCCO3)CC1 (stereo not given)	3	·	30	-0.6	-19	4	·	-1.6	-5	95
CC1=CC(=O)NP(=O)(Oc2ccc3ccccc3c2)N1 (stereo not given)	-4	-1	-23	0.8	-2	-4	6	1.9	-5	121
COC(=O)c1ccc(C(C(=O)NC2CCCCC2)N(CCN2CCOCC2)C(=O)Cc2cccs2)cc1 (stereo not given)	-1	-9	14	0.0	1	1	-1	-0.5	-49	97
O=C(NCC1=C(c2ccc3ccccc3c2)C[C@@H]2CC[C@H]1N2Cc1ccco1)c1ccncc1	-2	2	20	-0.2	-2	-6	5	-1.9	-12	94
CCOC(=O)C1=C(N)OC2=C(C(=O)CC(C)(C)C2)C12C(=O)Nc1ccccc12 (stereo not given)	6	0	4	0.2	1	0	-10	0.0	-2	105
Cc1ccc(NC(=O)CC[C@H]2O[C@@H](n3cnc4c(NC(=O)c5ccccc5)ncnc43)[C@H](O)[C@@H]2O)cc1C	-2	·	-1	-0.1	4	-3	·	4.4	-6	99
N#Cc1ccc(NC(=O)CN2CCN(C(=O)c3cccs3)CC2)cc1Cl	-10	-4	-9	1.1	1	10	2	0.2	-5	99
CCn1c(P(C)(=O)O)nc2cc(NC(=O)c3ccccc3F)ccc21	-1	3	3	-0.1	1	3	-4	3.0	-5	87
CCn1c(C)c(C(=O)NCCc2ccccc2)c2cc(OC)ccc21	8	·	-3	0.2	-2	-6	-3	-0.6	-5	99
COC(=O)C1=C(c2c(C)noc2C)C[C@@H]2CC[C@H]1N2C(=O)NC1Cc2ccccc2C1	-5	5	2	-0.2	-1	-8	-2	-1.3	-6	101
O=P1(Oc2ccccc2)C[C@@H](O)[C@@H](O)[C@H](COCc2ccccc2)O1 (stereo not given in full)	6	4	2	-0.1	2	0	12	6.5	-5	96
O=C(COc1ccc2ccccc2c1)N1CCN(C2CCN(Cc3ccccc3)CC2)CC1	2	1	-2	0.4	-2	0	1	0.8	-6	98
COc1ccccc1N1CCN(Cc2ccc3c(c2)OCO3)CC1	1	-6	12	-0.1	2	-5	-1	-0.1	-14	91
CCOC(=O)c1c(C)n(Cc2ccc(F)cc2)c2ccc(O)cc12	-5	-21	-8	0.2	-2	3	2	-0.2	-6	90
Cc1cc(/C=C2\C(=O)NC(=O)N(Cc3ccccc3Cl)C2=O)c(C)n1-c1ccc(C(=O)O)cc1	11	-3	-7	0.3	2	-2	-2	2.8	-18	101
Cc1ccc2c(c1)[C@@H]1CN(C)CC[C@@H]1N2C(=O)Nc1cccc(C(F)(F)F)c1	4	-5	15	1.9	-3	-4	0	-1.3	-5	101
Cc1ccccc1NC1=NCCCS1	-2	7	-1	0.3	2	-5	-5	0.9	·	96
CCOP(=O)(OCC)c1cccc(O)c1	-2	38	6	0.1	1	0	-3	-0.6	4	103
CN1CCN(Cc2ccccc2Sc2ccccc2)CC1	-1	13	1	0.4	-6	-7	3	-1.4	-7	100
Cc1cccc(-c2nc3ccc(C(=O)N4CCC5(CC4)OCCO5)cc3nc2-c2cccc(C)c2)c1	12	-3	-14	0.2	0	1	-3	-0.2	-15	92
Cc1c(N=Nc2c(O)[nH]c(=S)[nH]c2=O)c(=O)n(-c2ccccc2)n1C	2	2	-4	-0.2	-1	-13	4	3.7	-3	99
O=S(=O)(NC1CCCCC1)OCC(Cl)(Cl)Cl	-4	0	-6	0.4	-1	-1	0	-1.6	-5	91
Cc1nc2nc(C)c(CCC(=O)N3CCC4(CC3)OCCO4)c(C)n2n1	0	·	6	0.0	-2	1	5	0.2	-9	95
COc1ccc(OC(=O)N(C)C[C@H]2OCc3cnnn3CCCC(=O)N([C@H](C)CO)C[C@H]2C)cc1	-5	12	16	-0.1	1	-2	1	0.1	-6	99
Continuation.
SMILES	Exocytosis inh	Vif imaging	Cardio protect	aDG glyco up	Glyco luc inh	HTR2A ag	PDI turbidity	iPSC survival up	CaV13 FRET inh	ABCB6 inh 2
O=[N+]([O-])c1cc(F)c(N2CCCC2)cc1Br	0	7	-20	0.9	-1	4	-2	3.3	-5	101
CS(=O)(=O)c1ccc(C2=C(CNC(=O)c3ccncc3)[C@H]3CC[C@@H](C2)N3Cc2ccco2)cc1	0	-2	17	-0.1	1	-3	-3	0.9	-3	100
CN1C(=O)N(C)C(=O)C2(Cc3c(nc4ccccn4c3=O)N3CCc4ccccc4C32)C1=O (stereo not given)	0	2	3	-0.1	2	4	3	6.3	-4	88
Cc1ccc(-c2nc3ccccc3c(=O)n2-c2cccnc2)cc1	-10	6	2	0.4	1	0	-5	-1.8	-14	97
O=P1(NCc2ccco2)COc2ccccc2OC1	1	7	-4	0.2	2	-1	-6	-1.8	-8	98
CC(C)(OOC1(c2ccccc2)NC(=O)c2ccccc21)c1ccccc1 (stereo not given)	8	·	·	0.4	·	1	·	-0.1	-10	101
CCOC(=O)N(C)c1ccc(C(O)(C(=O)OC)C(F)(F)F)cc1 (stereo not given)	-5	2	-6	-0.1	4	4	2	-2.3	·	102
CN1CCC(O)(c2ccccc2)C(C(=O)c2ccccc2)C1 (stereo not given)	0	·	2	0.5	-3	-3	8	-1.2	-5	88
COc1ccc(NC(=O)CN2CC=C(c3ccccc3)CC2)cc1S(=O)(=O)N1CCOCC1	-2	2	5	0.0	2	2	7	-0.2	-7	95
CC1CC(OC(=O)c2ccccc2)CC(C)N1C (stereo not given)	-1	-1	11	0.0	1	-3	-3	2.3	-5	97
C=C1C(=O)[C@@]23C[C@H]4[C@@H]5[C@@]6(C)CCC[C@@]57[C@@H]2[C@@H](O)[C@@H]1C[C@H]3[C@H]7N4C6	-2	1	-9	-0.3	-6	-7	·	-1.5	·	97
O=C(CCc1ccccc1)N1C[C@H]2C[C@@H](C1)c1cccc(=O)n1C2	1	15	2	0.0	2	-2	·	2.0	·	99
CC(C)n1c(O)c(C2c3cc(Cl)ccc3Oc3[nH]c(=O)n(C(C)C)c(=O)c32)c(=O)[nH]c1=O (stereo not given)	0	20	-9	-0.3	11	-2	6	26*	·	97
COC(=O)c1ccc(NC(=O)CSc2nc3ccc(N4C(=O)C5C6C=CC(C6)C5C4=O)cc3s2)cc1 (stereo not given)	81*	-2	29	0.2	-6	2	-2	0.4	-2	92
COc1ccc(C(=O)C(C)(C)NO)cc1	2	-12	12	-0.2	2	2	-8	-2.4	·	104
Cc1ccc(OC(=O)N(C)C[C@@H]2OCc3cnnn3CCCC(=O)N([C@H](C)CO)C[C@H]2C)cc1	-1	-2	-1	0.1	1	6	-1	5.2	-5	97
CCN(CC)P(=O)(c1n(CC)cc[n+]1CC)N(CC)CC	0	8	5	0.2	1	5	0	-3.0	-5	110
Cc1ccc(-n2c(O)c(C=NCCN3CCOCC3)c(=O)[nH]c2=O)cc1	0	-4	12	-0.2	-7	2	?	-0.9	-5	101

An excerpt (hit frequency here may not be typical).
